# FUS suppressor: qHTS for Suppressors of FUS Proteinopathy: Primary screen using FUS-linked yeast assay | 390,000 tested, 0.24% active | S. cerevisiae FUS-expressing, growth rescue, OD600, 24 h | Potency, µM (titrated, usually from 76.6 µM), inactives show top-dose growth rescue (activation), actives largely listed as activators;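 note: plate controls were DMSO vehicle for no effect and reference control for full effect; nearly all actives have a fitted effect of over 55% in size; some results filed as inactive show a strong effect at the top dose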
#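 Yeast FUS proteinopathy model; galactose-induced FUS (2%), starting OD 0.005. Cpds in dilution series, 24hr, 30C, 99% humidity. Abs 600 nm growth. Pos ctrl CP55940 (top 92uM final); neg ctrl DMSO.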
# TDP-43 yeast inh: qHTS of TDP-43 Inhibitors; TDP-43 expressing yeast growth rescue, BacTiter-Glo, 24 h; Potency, µM (titrated, usually from 46.1 µM), inactives show at the highest dose growth rescue (activation), usual class: activators; 410,000 tested, 1.8% active; note: % of control where 0% means no effect; nearly all actives have a fitted effect of over 50% in size
#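 Yeast cells expressing TDP-43 under galactose induction are exposed to compounds for 24 hr at 30 deg C. BacTiter-Glo luminescence measures growth, so protective compounds score as activators.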
# EPAC2 antagonist: qHTS for Antagonist of cAMP-regulated guanine nucleotide exchange factor 2 (EPAC2): primary screen | 360,000 tested, 0.18% active | Potency, µM (series often up to 114 µM), inactives show at the highest dose activity, negative = inhibition, actives largely listed as inhibitors | Rap guanine nucleotide exchange factor 4 (Homo sapiens), Q8WZA2 | EPAC2 GEF exchange of Rap1B-BODIPY-GDP, fluorescence; note: % is set by controls: 0 for no effect and ±100 for the full control effect; nearly all actives have a fitted effect of over 45% in size; many of its hits are not listed in these tables
# Target sequence (Q8WZA2 whole entry, looked up): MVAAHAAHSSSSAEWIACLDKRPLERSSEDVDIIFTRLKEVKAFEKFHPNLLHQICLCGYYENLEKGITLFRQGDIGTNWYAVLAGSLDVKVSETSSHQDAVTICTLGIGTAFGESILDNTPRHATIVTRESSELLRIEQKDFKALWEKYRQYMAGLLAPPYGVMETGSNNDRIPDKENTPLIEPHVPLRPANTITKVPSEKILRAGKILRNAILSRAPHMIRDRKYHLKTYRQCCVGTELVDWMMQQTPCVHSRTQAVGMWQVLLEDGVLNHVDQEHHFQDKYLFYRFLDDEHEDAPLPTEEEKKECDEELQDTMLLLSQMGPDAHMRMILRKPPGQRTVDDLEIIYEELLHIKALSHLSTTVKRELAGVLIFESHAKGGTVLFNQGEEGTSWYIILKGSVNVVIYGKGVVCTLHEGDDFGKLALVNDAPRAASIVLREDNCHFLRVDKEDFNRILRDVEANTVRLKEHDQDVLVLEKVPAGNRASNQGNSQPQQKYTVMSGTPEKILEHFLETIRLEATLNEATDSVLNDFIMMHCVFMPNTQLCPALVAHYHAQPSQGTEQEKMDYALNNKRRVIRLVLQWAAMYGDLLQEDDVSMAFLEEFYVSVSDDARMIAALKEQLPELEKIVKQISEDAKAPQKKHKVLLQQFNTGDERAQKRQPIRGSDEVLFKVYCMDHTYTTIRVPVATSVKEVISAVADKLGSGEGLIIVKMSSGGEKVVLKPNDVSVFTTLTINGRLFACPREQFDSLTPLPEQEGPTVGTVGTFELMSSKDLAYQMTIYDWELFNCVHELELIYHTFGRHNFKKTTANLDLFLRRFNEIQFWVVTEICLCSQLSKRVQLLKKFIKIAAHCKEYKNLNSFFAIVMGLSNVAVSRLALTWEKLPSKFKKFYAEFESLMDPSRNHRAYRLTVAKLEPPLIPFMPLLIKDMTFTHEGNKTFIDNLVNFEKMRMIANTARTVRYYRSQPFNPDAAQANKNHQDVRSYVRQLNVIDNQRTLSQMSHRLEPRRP
# EPAC1 antag: qHTS for Antagonist of cAMP-regulated guanine nucleotide exchange factor 3 (EPAC1): primary screen; Rap guanine nucleotide exchange factor 3 (Homo sapiens), O95398; EPAC1 GEF assay, Rap1b-BODIPY-GDP exchange fluorescence; Potency, µM (series often up to 115 µM), for inactives: at the highest dose activity change, negative = inhibition, actives largely listed as inhibitors; 360,000 tested, 0.14% active; AID 720709, 2013;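 note: plate controls were vehicle for no effect and positive control for full effect; nearly all actives have a fitted effect of over 50% in size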
# EPAC2 ag: qHTS for Agonist of cAMP-regulated guanine nucleotide exchange factor 4 (EPAC2): primary screen; Potency, µM (top dose mostly 154 µM), inactives show top-dose activation, usual class: activators; 360,000 tested, 0.079% active; Rap guanine nucleotide exchange factor 4 (Homo sapiens), Q8WZA2; EPAC2 activation, biochemical qHTS; response scale: 100% = 6.5 mM cAMP response; note: nearly all actives have a fitted effect of over 50% in size
#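 In this primary screen, activation is scored as increased exchange of BODIPY-GDP from Rap1B by 100 nM EPAC2, with 50 uM GDP as competitor. Signal is normalized to the 6.5 mM cAMP agonist control.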
# aSyn rescue: qHTS of alpha-syn Inhibitors | Potency, µM (top dose mostly 46.1 µM), inactives show at the top dose growth rescue (activation), hits mostly activators | AID 652106, 2013 | Yeast expressing alpha-synuclein, growth rescue, BacTiter-Glo, 24 h | 370,000 tested, 0.14% active; note: % of control where 0% means no effect; nearly all actives have a fitted effect of over 65% in size
#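 Screening used galactose-induced yeast with toxic alpha-synuclein levels, exposed to compound for 24 hr at 30 deg C. Cell growth, read with BacTiter-Glo luminescence, gave the measured signal.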
# PTHR1 agonist: qHTS for PTHR1 Agonists: Primary Screen; AID 743266, 2014; Parathyroid hormone/parathyroid hormone-related peptide receptor (Homo sapiens), Q03431; 410,000 tested, 0.075% active; Potency, µM (doses to about 115 µM), for inactives: at the top dose activation, actives largely listed as activators; HEK293 GP2 PTHR1 cells, GloSensor cAMP luminescence, 1 h; note: nearly all actives have a fitted effect of over 55% in size; some results filed as inactive show a strong effect at the top dose; inactives centre near -15; many of its hits are not listed in these tables
#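 HEK-293-derived GP2 cells expressing PTHR1 and a GloSensor cAMP reporter, 3,000/well, plated overnight, given luciferin plus IBMX (each 0.5 mM as added) for 1 h at 37 °C, then compound for 1 h at 37 °C. Luminescence was read after 15 min at room temperature.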
# EPAC1 ag: qHTS for Agonist of cAMP-regulated guanine nucleotide exchange factor 3 (EPAC1): primary screen | AID 720707, 2013 | Rap guanine nucleotide exchange factor 3 (Homo sapiens), O95398 | Potency, µM (series often up to 154 µM), for the others: at the highest dose activation, most hits filed as activators | EPAC1 agonist qHTS, biochemical assay; response scale: 100% = response to 6.5 mM cAMP | 360,000 tested, 0.073% active; note: nearly all actives have a fitted effect of over 60% in size
#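 EPAC1 100 nM, Rap1B–BODIPY-GDP 250 nM, unlabeled GDP 50 uM; compound titration; 5 min RT; kinetic read ex480/em540 at 5-min intervals ×30 min; data normalized to 6.5 mM cAMP agonist control.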
# * hit, by the source's call; i = inactive; ? = inconclusive; . = not tested or not shown; [ ] = dose if it differs, or a comment. Calls come from the whole dose curve; as a rule, active = well fitted curve in the direction sought with a large enough effect; inconclusive = small, poorly fitted or top-dose-only effect, or another doubt; inactive = no such curve, though single readings can be large; an effect the other way counts as inactive or inconclusive. Potency is the fitted concentration of half-maximal effect. Some of the compounds tested; the hit share may differ from the screen's.
entry	mol	FUS suppressor	TDP-43 yeast inh	EPAC2 antagonist	EPAC1 antag
1	O=Cc1ccc(N2CCN(S(=O)(=O)c3ccc4c(c3)CC(=O)N4)CC2)cc1	42%	.	-4%	?
2	CC(=O)Nc1ccc(S(=O)(=O)NNC(=O)COc2cccc3ccccc23)cc1	.	10%	5%	6%
3	Cc1ccc(C2=NCCn3c2c2ccccc2[n+]3[O-])cc1	-10%	9%	10%	-10%
4	CCOc1cccc(CN2CCCC(N3CCc4ccccc4C3)C2)c1O (centres undefined)	9%	-7%	7%	-9%
5	Cc1ccc(CNC(=O)CSc2nnc(CNC(=O)c3ccc(F)cc3)o2)cc1	-15%	?	5%	-20%
6	CCCS(=O)(=O)NC(=O)C1(C)CCN(C(=O)c2ccccc2OC(C)=O)C1 (centres undefined)	-14%	10%	6%	3%
7	O=C(COc1ccccc1)NCCSCc1ccccc1Cl	6%	7%	-3%	-19%
8	COc1ccccc1N1CCN(C(=O)C2CCN(S(=O)(=O)N3CCOCC3)CC2)CC1	-10%	-10%	8%	11%
9	N#C/C(C(N)=O)=C1/SC(Cc2ccc(F)cc2)C(=O)N1c1ccccc1 (centres undefined)	9%	0%	5%	-7%
10	O=C(Cc1c(F)cccc1Cl)Nc1ccccc1C(=O)N1CCCCC1	13%	26%	8%	-5%
11	O=C(NCCCNC(=O)c1ccc(Cl)cc1Cl)c1cnccn1	-12%	12%	-2%	-1%
12	Cc1ccc(-c2c[n+](CC(=O)Nc3cc(=O)n(C)c(=O)n3C)c3n2CCC3)cc1	.	0%	-6%	-19%

entry	EPAC2 ag	aSyn rescue	PTHR1 agonist	EPAC1 ag
1	-3%	.	-15%	-16%
2	11%	2%	i	-3%
3	-3%	1%	-25%	11%
4	0%	-2%	-23%	-4%
5	-2%	0%	0%	1%
6	8%	8%	-12%	7%
7	10%	7%	i	4%
8	5%	-6%	i	0%
9	1%	-1%	-16%	1%
10	4%	-6%	i	11%
11	-4%	7%	i	6%
12	5%	-3%	i	-2%

# Three records picked at random from those above:
entry	mol	FUS suppressor	TDP-43 yeast inh	EPAC2 antagonist	EPAC1 antag
7	O=C(COc1ccccc1)NCCSCc1ccccc1Cl	6%	7%	-3%	-19%
8	COc1ccccc1N1CCN(C(=O)C2CCN(S(=O)(=O)N3CCOCC3)CC2)CC1	-10%	-10%	8%	11%
4	CCOc1cccc(CN2CCCC(N3CCc4ccccc4C3)C2)c1O (centres undefined)	9%	-7%	7%	-9%

entry	EPAC2 ag	aSyn rescue	PTHR1 agonist	EPAC1 ag
7	10%	7%	i	4%
8	5%	-6%	i	0%
4	0%	-2%	-23%	-4%

# Later entries
entry	mol	FUS suppressor	TDP-43 yeast inh	EPAC2 antagonist	EPAC1 antag
13	COc1ccc(CC(C(=O)Nc2cc(C)ccc2C)/C(N)=N/O)cc1 (centres undefined)	-6%	22%	-3%	-4%
14	CCCCC(=O)Nc1nnc(SCC(=O)Nc2ccc(OC)cc2)s1	.	-10%	0%	-15%
15	COc1ccc(C(=O)COC(=O)c2ccc(-n3cnnn3)cc2)c(OC)c1	11%	-12%	-1%	7%
16	COCc1cc(CN2CCCC(C(=O)c3cccc(C(F)(F)F)c3)C2)ccc1OC (centres undefined)	-1%	2%	-2%	11%
17	CN(/N=C/c1ccc(Br)o1)C1=NS(=O)(=O)c2ccccc21	-3%	17%	0%	10%
18	CCCCCCCCCOC(=O)C1N2C(=O)[C@@H](NC(=O)COc3ccccc3)[C@H]2SC1(C)C (some centres undefined)	?	-1%	-5%	2%
19	Cc1ccc(C(C(=O)NC2CCCC2)N(C(=O)CCC(=O)Nc2cc(C)on2)c2ccccc2)cc1 (centres undefined)	-1%	7%	22%	13%
20	O=C(Nc1cccc(NC(=O)c2ccc(Cl)cc2)n1)c1ccc(Cl)cc1	6%	5%	2%	-3%
21	OCCCN1CCN(CCCOc2ccccc2-c2ccccc2)CC1	.	-2%	3%	-11%
22	O=C(CCCN1C(=O)c2cccc3cccc(c23)C1=O)N1CCc2ccccc2C1	3%	10%	-5%	1%
23	C/C(=N\NC(=O)Cn1ccc(C(F)(F)F)n1)c1ccc2c(c1)OCO2	-12%	1%	2%	3%
24	CCc1c(C)sc(NC(=O)C2CCCO2)c1C#N (centres undefined)	2%	22µM*	-1%	2%

entry	EPAC2 ag	aSyn rescue	PTHR1 agonist	EPAC1 ag
13	14%	-4%	-14%	3%
14	-28%	-3%	-4%	9%
15	-3%	-3%	-11%	6%
16	-5%	11%	-76%[inhibitor]	-1%
17	-3%	-3%	-18%	-7%
18	-3%	4%	5%	2%
19	-7%	0%	-15%[57.5 µM]	-1%
20	0%	-1%	-8%	-4%
21	3%	5%	-3%	9%
22	4%	?	i	5%
23	-2%	1%	i	-11%
24	6%	-8%	-19%	1%

# Copied from the list:
# In TDP-43 yeast inh, COc1ccc(C(=O)COC(=O)c2ccc(-n3cnnn3)cc2)c(OC)c1 has -12%
# In EPAC1 antag, CN(/N=C/c1ccc(Br)o1)C1=NS(=O)(=O)c2ccccc21 has 10%
# In aSyn rescue, O=C(Nc1cccc(NC(=O)c2ccc(Cl)cc2)n1)c1ccc(Cl)cc1 has -1%
# In EPAC2 ag, OCCCN1CCN(CCCOc2ccccc2-c2ccccc2)CC1 has 3%
# In EPAC1 antag, CCc1c(C)sc(NC(=O)C2CCCO2)c1C#N (centres undefined) has 2%
# In EPAC1 antag, Cc1ccc(C(C(=O)NC2CCCC2)N(C(=O)CCC(=O)Nc2cc(C)on2)c2ccccc2)cc1 (centres undefined) has 13%
# In EPAC1 ag, COCc1cc(CN2CCCC(C(=O)c3cccc(C(F)(F)F)c3)C2)ccc1OC (centres undefined) has -1%

# Carrying on.
entry	mol	FUS suppressor	TDP-43 yeast inh	EPAC2 antagonist	EPAC1 antag
25	O=C(c1ccccc1)N(C(=O)c1ccccc1)c1ccccc1	-32%	4.5µM*	-26%	8%
26	O=C(CSc1nc2ccccc2c(=O)n1CCCN1CCOCC1)Nc1ccc(Br)cc1	14%	-12%	-7%	18%
27	COc1ccccc1NC(=O)CN1CCN(C2c3ccccc3-c3ccccc32)CC1	-2%	-5%	-2%	-16%
28	COc1cc2nc(NCC3CCCO3)n3nc(-c4cccnc4)nc3c2cc1OC (centres undefined)	29%	-21%	1%	-18%
29	CCc1ccc(OCC(=O)O/N=C(\N)c2ccncc2)c(Br)c1	.	24%	-6%	-4%
30	CCc1ccc(NC(=O)CSc2nc3c([nH]c4ccccc43)c(=O)n2-c2ccc(C)cc2)cc1	-3%	-13%	.	.
31	CC(C)CCN1C(=O)c2ccccc2C1c1nnnn1Cc1ccccc1 (centres undefined)	13%	?	-22%	-8%
32	CC(C)(C)c1cn(-c2ccc(Cl)cc2)c(=S)[nH]1	14%	?	-5%	9%
33	COCCOc1cc(NC(=O)c2cccc(OC)c2)c(Cl)cc1Cl	11%	10%	-1%	-4%
34	O=C(O)c1ccc(CSc2nnnn2C2CCCCC2)cc1	5%	?	18%	5%
35	CCCCn1c(CCNC(=O)c2ccco2)nc2ccccc21	29%	-25%	1%	-4%
36	Cc1ccccc1C(=O)Nc1nnc(CC(=O)N/N=C/c2cn(Cc3ccccc3)c3ccccc23)s1	37%	-10%	-1%	-1%

entry	EPAC2 ag	aSyn rescue	PTHR1 agonist	EPAC1 ag
25	6%	-10%	-8%	0%
26	5%	-4%	i	9%
27	16%	11%	-9%	4%
28	1%	4%	-13%[57.5 µM]	-5%
29	6%	-3%	-23%	17%
30	.	3%	-7%	.
31	8%	-1%	i	-4%
32	1%	-1%	i	0%
33	21%	2%	-21%	-5%
34	-1%	14%	-2%[57.5 µM]	-1%
35	7%	-2%	-21%	-6%
36	0%	1%	i	-12%

# Additional structures.
entry	mol	FUS suppressor	TDP-43 yeast inh	EPAC2 antagonist	EPAC1 antag
37	CC(=O)Nc1cc(C(=O)NCc2ccc(C)cc2)ccc1S(=O)(=O)c1ccc(Cl)cc1	22%	29%	.	.
38	O=NN(C(=O)NCc1cccnc1)C1CCCCC1	-16%	14%	8%	10%
39	CC1Cc2ccccc2N1C(=O)CSc1nnnn1C1CCCC1 (centres undefined)	-36%	-5%	10%	8%
40	CCOc1ccc(N(CC(=O)NCc2ccccc2)S(=O)(=O)c2ccc(C)cc2)cc1	-11%	-20%	-3%	-17%
41	O=C(CN1C(=O)NC2(CCCCC2)C1=O)Nc1ccccc1Cl	.	0%	-8%	-8%
42	COC(=O)[C@]1(Cc2ccccc2)N[C@H](c2ccc(-c3cccc(Cl)c3)c(OC)c2)[C@@H]2C(=O)N(C)C(=O)[C@@H]21	14µM*	15%	-9%	-6%
43	CCC1CN(C(=O)N2CCC(C(=O)NCc3ccc(OC)cc3OC)CC2)c2ccccc2O1 (centres undefined)	19%	-5%	5%	21%
44	COC(=O)c1ccc(OC)c(CN2CCCN(Cc3ccc(F)cc3)S2(=O)=O)c1	8%	-24%	-11%	-28%
45	CCOC(=O)Nc1ccc2c(c1)N(C(=O)CCCl)c1ccccc1[S@]2=O	-15%	10%	-1%	-9%
46	Cc1cc2c3nonc3ccc2n1-c1ccccc1	?	0%	-15%	-8%
47	COc1ccccc1CC(=O)N(Cc1ccccc1)c1cccc(C)c1	37%	-12%	?	-13%
48	O=C(N/C(=C/c1cccc([N+](=O)[O-])c1)C(=O)N1CCCCCC1)c1ccco1	6%	18%	-3%	-12%

entry	EPAC2 ag	aSyn rescue	PTHR1 agonist	EPAC1 ag
37	.	0%	i	.
38	11%	-2%	-7%	13%
39	-2%	-13%	-4%	3%
40	14%	-1%	-2%	5%
41	-7%	0%	i	1%
42	4%	3%	i	-8%
43	-1%	6%	-12%	-13%
44	8%	-7%	-6%	15%
45	-1%	0%	-33%[inhibitor]	-5%
46	10%	1%	6%	0%
47	24%	10%	-36%[inhibitor]	-3%
48	8%	-4%	i	-2%

# Source: PubChem
